Screening data (PubChem)
PLK1 PBD block – PLK1 (human) polo-box domain binding inhibition | P53350 | Plk1 PBD binding of FITC phosphopeptide, fluorescence polarization | Potency, µM, for the others: max response, negative = inhibition, actives largely listed as inhibitors | 360,000 tested, 2.8% active; further: potency means the concentration at half of the fitted maximal effect; series mostly up to about 57 µM; on the % scale 0 is the no-effect control and ±100 the full control effect; nearly all actives have a fitted effect of over 65% in size
Target sequence (P53350 whole entry, looked up, the tested form may be a part): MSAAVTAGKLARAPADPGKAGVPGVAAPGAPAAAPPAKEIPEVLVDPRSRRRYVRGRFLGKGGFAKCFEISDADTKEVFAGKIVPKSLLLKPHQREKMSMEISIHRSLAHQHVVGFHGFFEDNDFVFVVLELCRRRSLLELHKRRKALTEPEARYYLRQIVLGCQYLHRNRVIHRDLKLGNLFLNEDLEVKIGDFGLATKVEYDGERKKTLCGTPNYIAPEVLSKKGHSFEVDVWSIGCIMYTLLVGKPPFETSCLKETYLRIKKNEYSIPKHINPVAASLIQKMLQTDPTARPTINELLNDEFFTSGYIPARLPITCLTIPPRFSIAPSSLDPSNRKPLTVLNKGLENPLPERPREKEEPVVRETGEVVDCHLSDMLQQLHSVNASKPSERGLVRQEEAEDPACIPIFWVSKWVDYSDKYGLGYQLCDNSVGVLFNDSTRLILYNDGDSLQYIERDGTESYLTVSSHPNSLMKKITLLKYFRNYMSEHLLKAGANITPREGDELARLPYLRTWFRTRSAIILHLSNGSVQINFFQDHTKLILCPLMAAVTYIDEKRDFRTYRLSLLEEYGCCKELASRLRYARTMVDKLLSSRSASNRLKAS
WRN inhibitor – WRN helicase (human) inhibition | Potency, µM (series often up to 114 µM), inactives show at the highest dose activity change, negative = inhibition, most hits filed as inhibitors | WRN helicase unwinding, fluorescent forked duplex, kinetic | 360,000 tested, 0.46% active | Q14191; further: potency means the concentration at half of the fitted maximal effect; on the % scale 0 is the no-effect control and ±100 the full control effect; nearly all actives have a fitted effect of over 55% in size
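WRN at 20 nM final was preincubated with compound for 15 min at room temperature; reaction started with 100 nM forked duplex oligonucleotide carrying fluorophore and quencher plus 2 mM ATP (final). Unwinding followed kinetically by red fluorescence (ex 525/em 598 nm).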
IL-2 act – activates IL-2 in a cell-based reporter assay; IL-2 activation reporter assay, cell-based qHTS; stimulated with anti-CD3/CD4/CD28 beads; in transgenic mouse T cells; activation, % (series mostly up to about 46 µM); 360,000 tested, 0.065% active; AID 652025; in the data active means activation above about 50%; inconclusive means mostly about 30% to 49%; further: 0% is about no effect
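Unstimulated transgenic mouse T cells, 750 per well, received compound and, after 60 minutes, anti-CD3/anti-CD4 bead plus anti-CD28 stimulation. EGFP and DsRed were quantified after 18 hours.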
Abeta yeast res – A-beta toxicity reversal in yeast; Potency, µM (titrated, usually from 46.1 µM), for inactives: at the highest dose growth rescue, usual class: activators; 410,000 tested, 0.063% active; AID 1347071; yeast expressing A-beta42, growth rescue, OD600, 48 h; response scale: 0% DMSO, 100% iron-clioquinol control; further: potency means the concentration at half of the fitted maximal effect; nearly all actives have a fitted effect of over 55% in size
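Yeast A-beta toxicity model in growth medium with pinned compounds, 48 h at 30 C; growth read as absorbance at 600 nm. Normalized to FeCl3/clioquinol equimolar mix (positive) and DMSO (negative).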
FUS suppressor – FUS proteinopathy suppression in yeast | AID 1347120 | Potency, µM (top dose mostly 76.6 µM), for inactives: at the highest dose growth rescue (activation), hits mostly activators | S. cerevisiae FUS-expressing, growth rescue, OD600, 24 h | 390,000 tested, 0.24% active;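 further: potency means the concentration at half of the fitted maximal effect; plate controls were DMSO vehicle for no effect and reference control for full effect; nearly all actives have a fitted effect of over 55% in size; some results filed as inactive show a strong effect at the top dose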
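S. cerevisiae expressing FUS from galactose induction served as the toxicity model. Growth after 24hr at 30C, read as absorbance at 600 nm, indicates suppression of toxicity; compounds dosed at several concentrations.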
PI5P4K alpha inh – blocks human PI5P4K alpha kinase activity; P48426; PI5P4Kalpha enzyme, ADP-Glo luminescence, 60 min; stronger effect = lower value; max response, %; 330,000 tested, 1.2% active; AID 652105; active means max response of -50% or lower; inconclusive means between -30% and -50%; inactive means -30% or higher; further: value at the top dose of about 77 µM; on the % scale 0 is the no-effect control and ±100 the full control effect
Target sequence (P48426 whole entry, looked up): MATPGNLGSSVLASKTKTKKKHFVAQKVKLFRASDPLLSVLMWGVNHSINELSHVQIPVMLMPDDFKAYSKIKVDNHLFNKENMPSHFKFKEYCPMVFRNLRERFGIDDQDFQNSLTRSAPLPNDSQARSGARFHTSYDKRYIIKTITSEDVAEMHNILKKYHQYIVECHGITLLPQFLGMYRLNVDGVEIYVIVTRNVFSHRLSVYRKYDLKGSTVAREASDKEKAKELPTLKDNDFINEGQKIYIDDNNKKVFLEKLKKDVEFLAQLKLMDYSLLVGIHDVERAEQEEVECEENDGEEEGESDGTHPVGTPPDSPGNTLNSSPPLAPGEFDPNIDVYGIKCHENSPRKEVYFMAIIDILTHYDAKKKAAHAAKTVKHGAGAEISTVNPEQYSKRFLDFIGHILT
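Reactions run in 0.038 M HEPES pH 7.4, 0.28 mM EGTA, 0.1% CHAPS and 5% DMSO, with PI5P4Kalpha, substrate, compound and 5 microM ATP final, one hour at room temperature. Readout is ADP-Glo luminescence.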
aSyn rescue – alpha-synuclein toxicity inhibition in yeast. AID 652106. Yeast expressing alpha-synuclein, growth rescue, BacTiter-Glo, 24 h. 370,000 tested, 0.14% active. Potency, µM (highest dose often 46.1 µM), inactives show at the highest dose growth rescue (activation), usual class: activators; further: potency means the concentration at half of the fitted maximal effect; % of control where 0% means no effect; nearly all actives have a fitted effect of over 65% in size
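Screening used galactose-induced yeast with toxic alpha-synuclein levels, exposed to compound for 24 hr at 30 deg C. Cell growth, read with BacTiter-Glo luminescence, gave the measured signal.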
EPAC1 antag – antagonists of human EPAC1; Potency, µM (top dose mostly 115 µM), for inactives: top-dose activity change, negative = inhibition, most hits filed as inhibitors; 360,000 tested, 0.14% active; EPAC1 GEF assay, Rap1b-BODIPY-GDP exchange fluorescence;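 further: potency means the concentration at half of the fitted maximal effect; plate controls were vehicle for no effect and positive control for full effect; nearly all actives have a fitted effect of over 50% in size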
EPAC1 agonist – activates human EPAC1 exchange factor | Potency, µM (series often up to 154 µM), inactives show at the highest dose activation, actives largely listed as activators | O95398 | AID 720707 | 360,000 tested, 0.073% active | EPAC1 agonist qHTS, biochemical assay; response scale: 100% = response to 6.5 mM cAMP; further: potency means the concentration at half of the fitted maximal effect; nearly all actives have a fitted effect of over 60% in size
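Multi-concentration qHTS readout: loss of Rap1B-bound BODIPY-GDP fluorescence driven by 100 nM EPAC1 with excess GDP (50 uM), monitored kinetically at room temperature; agonist response expressed relative to 6.5 mM cAMP.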
* hit, by the source's call; [ ] = another dose, or the depositor's remark. Unless noted, the call rests on the fitted dose curve; in most records, active means well fitted curve in the direction sought with a large enough effect; inconclusive means small, poorly fitted or top-dose-only effect, or another doubt; inactive means no such curve, though single readings can be large; an effect the other way counts as inactive or inconclusive.

Screening CCN(C(=O)CSc1nnc(-c2c[nH]c3ccccc23)o1)C1CCS(=O)(=O)C1 (stereo not drawn) returned PLK1 PBD block -7.1%, WRN inhibitor 2.6%, IL-2 act 0.2, Abeta yeast res -16.7%, FUS suppressor 3.9%, PI5P4K alpha inh -11.2, aSyn rescue 0.7%, EPAC1 antag 0.9% and EPAC1 agonist -10.2%.
For COc1ccc2c(c1)C(=O)N1[C@H]3c4cc(Cl)ccc4OC[C@@H]3[C@H](c3ccccc3)[C@]1(C)C(=O)N2 the results were PLK1 PBD block -13.3%, WRN inhibitor -32.8%, IL-2 act -0.4, Abeta yeast res inconclusive, FUS suppressor inconclusive, PI5P4K alpha inh 3.9, aSyn rescue -2.6%, EPAC1 antag -5.1% and EPAC1 agonist -15.8%.
For CCc1nc2ccc(C(=O)Nc3ccc(C(N)=O)cc3)cn2c1N(CCC(C)C)CCN(C)C the results were PLK1 PBD block -7.9%, WRN inhibitor -14.6%, IL-2 act -0.5, Abeta yeast res 5.1%, FUS suppressor -10.0%, PI5P4K alpha inh 3.9, aSyn rescue -0.2%, EPAC1 antag 5.4% and EPAC1 agonist 8.8%.
`Cc1ccccc1CN(C)CC(=O)Nc1ccccc1Oc1ccccc1` gave PLK1 PBD block -12.0%, WRN inhibitor inconclusive, IL-2 act -3.6, Abeta yeast res -8.1%, PI5P4K alpha inh 19.0, aSyn rescue -5.4%, EPAC1 antag -14.9% and EPAC1 agonist 1.0%.
`COc1ccc(NC(=O)/C=C/c2ccco2)cn1` gave PLK1 PBD block -23.5%, WRN inhibitor -17.6%, IL-2 act 1.9, Abeta yeast res -3.8%, FUS suppressor 9.6%, PI5P4K alpha inh -10.4, aSyn rescue -0.3%, EPAC1 antag 4.2% and EPAC1 agonist 7.2%.
COC(=O)c1ccccc1NC(=O)/C=C/C(=O)O was read as PLK1 PBD block -5.5%, WRN inhibitor 8.0%, IL-2 act 0.0, Abeta yeast res -21.9%, PI5P4K alpha inh -5.3, aSyn rescue 0.7%, EPAC1 antag 5.4% and EPAC1 agonist -4.4%.
`O=C(CCc1ccccc1)NCCCN1CCOCC1` gave PLK1 PBD block -18.8%, WRN inhibitor -4.0%, IL-2 act -2.2, Abeta yeast res 13.7%, FUS suppressor 20.1%, PI5P4K alpha inh 7.0, aSyn rescue 0.3%, EPAC1 antag -5.9% and EPAC1 agonist 2.0%.
For CCc1ccc(-c2cc(C)no2)cc1S(=O)(=O)NCCCN1CCN(c2ccccc2)CC1 the results were PLK1 PBD block -2.3%, WRN inhibitor -5.1%, IL-2 act -0.7, Abeta yeast res 9.6%, FUS suppressor 13.9%, PI5P4K alpha inh 13.0, aSyn rescue 10.5%, EPAC1 antag inconclusive and EPAC1 agonist 19.2%.
CCOc1cc(C(=O)Nc2ccc3c4c(cccc24)C(=O)N3CC)cc(OCC)c1OCC was read as PLK1 PBD block -2.7%, WRN inhibitor -2.6%, IL-2 act -2.8, Abeta yeast res -9.9%, FUS suppressor 42.6%, aSyn rescue -12.6%, EPAC1 antag 2.0% and EPAC1 agonist -11.2%.
`CCOc1ccccc1CN1CCC(O)CC1` gave PLK1 PBD block -6.2%, WRN inhibitor -8.6%, IL-2 act 0.2, Abeta yeast res -1.5%, FUS suppressor 16.2%, aSyn rescue 0.2%, EPAC1 antag 6.5% and EPAC1 agonist 1.1%.
COc1cc(OC)cc(C(=O)OCC(=O)Nc2cccc(C(C)=O)c2)c1 was read as PLK1 PBD block -0.1%, WRN inhibitor 1.5%, IL-2 act 0.4, Abeta yeast res -3.0%, FUS suppressor -0.6%, PI5P4K alpha inh 1.4, aSyn rescue 7.3%, EPAC1 antag 2.4% and EPAC1 agonist -7.2%.
O=C(NCCCN1CCOCC1)c1cccc(S(=O)(=O)N2CCN(c3ccccc3)CC2)c1 was read as PLK1 PBD block -6.4%, WRN inhibitor 2.7%, IL-2 act -3.0, Abeta yeast res 0.4%, FUS suppressor 6.6%, PI5P4K alpha inh 7.3, aSyn rescue -2.5%, EPAC1 antag -9.0% and EPAC1 agonist 1.2%.
COC(=O)c1cccc(N(CC(=O)NCC2CCCO2)C(=O)CCC(=O)Nc2cc(C)on2)c1 (stereo not drawn) was read as PLK1 PBD block -5.1%, WRN inhibitor 1.0%, IL-2 act 1.0, Abeta yeast res -8.0%, FUS suppressor 10.3%, PI5P4K alpha inh -8.8, aSyn rescue 0.6%, EPAC1 antag 13.1% and EPAC1 agonist -0.6%.
Screening COc1cccc(-c2cc(-c3cccnc3)nc(N)c2C#N)c1 returned PLK1 PBD block -1.5%, WRN inhibitor -13.5%, IL-2 act -0.7, Abeta yeast res 12.4%, FUS suppressor 14.8%, PI5P4K alpha inh 5.2, aSyn rescue 0.4%, EPAC1 antag 3.1% and EPAC1 agonist 16.1%.
`COc1cccc(C(=O)Nc2ccccc2OC(F)(F)F)c1` gave PLK1 PBD block 0.6%, WRN inhibitor -8.1%, IL-2 act 2.9, Abeta yeast res 8.7%, FUS suppressor -14.4%, PI5P4K alpha inh 6.4, aSyn rescue -7.8%, EPAC1 antag -10.8% and EPAC1 agonist 5.1%.
COc1ccc(CNC(=O)C2=CC(c3ccc(C)cc3)=NS(=O)(=O)N2C)cc1 was read as PLK1 PBD block -2.0%, WRN inhibitor 4.4%, IL-2 act 0.3, Abeta yeast res 2.2%, FUS suppressor -2.3%, PI5P4K alpha inh 1.5, aSyn rescue 3.6%, EPAC1 antag -0.7% and EPAC1 agonist -13.4%.
For COc1ccc(NC(=O)N(Cc2ccc3c(c2)OCO3)C2CC(=O)N(c3ccc(OC)cc3)C2=O)cc1 (stereo not drawn) the results were PLK1 PBD block -5.0%, WRN inhibitor -6.7%, IL-2 act -1.9, Abeta yeast res 8.7%, FUS suppressor 26.9%, aSyn rescue -6.6%, EPAC1 antag -8.6% and EPAC1 agonist 10.5%.
`CC1CCN(S(=O)(=O)c2cc(C(=O)N3CCN(c4ncccn4)CC3)ccc2Br)CC1` gave PLK1 PBD block -7.0%, WRN inhibitor -23.4%, IL-2 act 0.6, Abeta yeast res -10.6%, PI5P4K alpha inh -6.1, aSyn rescue 0.0%, EPAC1 antag inconclusive and EPAC1 agonist 21.8%.
`Cc1cc2nccc(-c3ccc(F)cc3)n2n1` gave PLK1 PBD block 3.0%, WRN inhibitor 0.7%, IL-2 act -3.4, Abeta yeast res -19.2%, FUS suppressor -0.7%, PI5P4K alpha inh 2.4, aSyn rescue 2.4%, EPAC1 antag 10.3% and EPAC1 agonist 0.4%.
For COc1ccccc1OCc1nc(C#N)c(NCCCn2ccnc2)o1 the results were PLK1 PBD block -11.1%, WRN inhibitor -2.7%, IL-2 act 0.7, Abeta yeast res -2.7%, FUS suppressor -25.6%, PI5P4K alpha inh 0.2, aSyn rescue -6.4%, EPAC1 antag -8.6% and EPAC1 agonist -0.4%.
`COc1ccc(N2CC(C(=O)OCC(=O)Nc3cc(C)on3)CC2=O)cc1` (stereo not drawn) gave PLK1 PBD block -2.7%, WRN inhibitor 0.9%[57.1 µM], IL-2 act -0.1, Abeta yeast res -13.9%, FUS suppressor -17.0%, PI5P4K alpha inh -1.0, aSyn rescue -1.0%, EPAC1 antag 0.8% and EPAC1 agonist 3.1%.
For COc1ccc(CNC(=O)CSc2nc3cccnc3s2)cc1 the results were PLK1 PBD block 3.0%, WRN inhibitor -2.6%, IL-2 act 0.2, Abeta yeast res 9.4%, FUS suppressor -0.2%, PI5P4K alpha inh 6.8, aSyn rescue 10.5%, EPAC1 antag 3.9% and EPAC1 agonist -2.8%.
Screening CCOc1ccc(Nc2nc(N3CCCC3)nc(N3CCN(c4ccc(OC)cc4)CC3)n2)cc1 returned PLK1 PBD block 2.9%, WRN inhibitor -0.6%, IL-2 act -0.7, Abeta yeast res 7.3%, FUS suppressor 9.5%, PI5P4K alpha inh 1.2, aSyn rescue 2.0%, EPAC1 antag 1.8% and EPAC1 agonist 5.6%.
`O=CN1CCN(C=O)C(O)C1O` (stereo not drawn) gave PLK1 PBD block 9.3%, WRN inhibitor -2.0%, IL-2 act 2.4, Abeta yeast res -5.7%, PI5P4K alpha inh -0.7, aSyn rescue 6.0%, EPAC1 antag 0.6% and EPAC1 agonist -3.4%.
`COc1ccc(N(CC(=O)Nc2ccc(C)cc2C)S(=O)(=O)c2ccccc2[N+](=O)[O-])c(OC)c1` gave PLK1 PBD block -8.1%, WRN inhibitor -2.8%, IL-2 act 0.0, Abeta yeast res -9.2%, FUS suppressor inconclusive, PI5P4K alpha inh -0.9, aSyn rescue 5.1%, EPAC1 antag inconclusive and EPAC1 agonist 15.3%.
COc1cc2c(cc1OC)C(COc1ccccc1OC)N(C(=O)C(C)(C)C)CC2 (stereo not drawn) was read as PLK1 PBD block 29.9µM*, WRN inhibitor 5.7%, IL-2 act -0.4, Abeta yeast res -14.1%, FUS suppressor 34.3%, PI5P4K alpha inh -2.4, EPAC1 antag -8.6% and EPAC1 agonist -1.2%.
Screening COCCN(C(=O)COC(=O)CCC1CCCCC1)c1c(N)n(Cc2ccccc2)c(=O)[nH]c1=O returned PLK1 PBD block -9.2%, WRN inhibitor 4.1%, IL-2 act -0.9, Abeta yeast res -7.3%, FUS suppressor -32.2%, PI5P4K alpha inh -4.8, aSyn rescue inconclusive, EPAC1 antag -7.0% and EPAC1 agonist 7.2%.
O=C(c1cccc(S(=O)(=O)N2CCCCC2)c1)N1CCc2ccccc21 was read as PLK1 PBD block -1.3%, WRN inhibitor -25.6%[57.1 µM], IL-2 act 2.2, Abeta yeast res -15.2%, FUS suppressor 2.82µM*, PI5P4K alpha inh 2.3, aSyn rescue 4.2%, EPAC1 antag -0.3% and EPAC1 agonist 6.5%.
`CC(C)(C)c1ccc(S(=O)(=O)N2CC(C(=O)O)Oc3ccc(Cl)cc32)cc1` (stereo not drawn) gave PLK1 PBD block inconclusive, WRN inhibitor -4.2%, IL-2 act -0.8, Abeta yeast res 16.1%, FUS suppressor 37.6%, PI5P4K alpha inh 16.4, aSyn rescue -5.2%, EPAC1 antag -22.5% and EPAC1 agonist -0.7%.
